Bioassay records (PubChem)
USP1-UAF1 inh: blocks the human USP1/UAF1 deubiquitinase complex; O94782; recombinant USP1/UAF1, Ub-Rhodamine cleavage fluorescence; Potency, µM (series often up to 57.1 µM), for the others: at the top dose activity change, negative = inhibition, usual class: inhibitors; 390,000 compounds, 0.23% hits; AID 743255; also: potency is read from the fitted curve at half-maximal effect; % is scaled to controls: 0 for no effect and ±100 for the full control effect; nearly all actives have a fitted effect of over 60% in size; inactives centre near -12
Target sequence (O94782 whole entry, looked up): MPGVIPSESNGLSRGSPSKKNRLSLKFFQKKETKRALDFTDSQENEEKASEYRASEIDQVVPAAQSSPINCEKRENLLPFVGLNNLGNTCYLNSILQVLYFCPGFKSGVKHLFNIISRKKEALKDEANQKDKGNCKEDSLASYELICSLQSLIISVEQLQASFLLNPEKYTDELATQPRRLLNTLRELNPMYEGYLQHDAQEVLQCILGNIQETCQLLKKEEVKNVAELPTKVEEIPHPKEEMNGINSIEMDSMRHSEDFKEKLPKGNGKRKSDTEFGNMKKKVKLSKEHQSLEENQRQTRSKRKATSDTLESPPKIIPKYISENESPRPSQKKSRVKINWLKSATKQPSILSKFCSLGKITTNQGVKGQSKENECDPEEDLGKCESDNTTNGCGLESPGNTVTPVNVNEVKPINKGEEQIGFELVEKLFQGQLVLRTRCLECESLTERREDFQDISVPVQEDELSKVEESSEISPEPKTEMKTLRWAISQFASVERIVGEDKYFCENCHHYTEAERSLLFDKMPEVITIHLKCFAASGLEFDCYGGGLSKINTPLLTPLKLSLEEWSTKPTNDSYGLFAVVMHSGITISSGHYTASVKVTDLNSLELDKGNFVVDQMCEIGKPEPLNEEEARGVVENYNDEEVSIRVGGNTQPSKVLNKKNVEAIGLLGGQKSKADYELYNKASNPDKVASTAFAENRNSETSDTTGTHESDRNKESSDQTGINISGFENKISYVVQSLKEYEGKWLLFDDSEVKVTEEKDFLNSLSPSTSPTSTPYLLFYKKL
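Step one: compound is pinned into 1nM USP1/UAF1 in HEPES pH 7.8 buffer with TCEP. Step two: 15 min room-temperature incubation. Step three: Ub-Rho (150nM final) starts cleavage, tracked by fluorescence over six one-minute reads.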
Vif-A3G inh: blocks the Vif interaction with human APOBEC3G; HeLa A3G-eYFP + Vif (tagged APOBEC3G with the HIV-1 protein that degrades it), YFP fluorescence, overnight; Potency, µM (highest dose often 46.1 µM), for the others: top-dose activity, negative = active, most hits filed as inhibitors; 410,000 compounds, 0.076% hits; Q9HC16;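 also: potency is read from the fitted curve at half-maximal effect; % is scaled to controls: 0 for no effect and ±100 for the full control effect; nearly all actives have a fitted effect of over 60% in size; hits raise eYFP signal because A3G escapes Vif-driven loss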
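HeLa cells stably expressing Vif and C-terminally eYFP-tagged A3G, seeded overnight at 37 deg C, then exposed to compound by pintool overnight at 37 deg C. Rise in yellow fluorescence (Ex 488/Em 500-530, Acumen) marks blocked Vif-driven A3G degradation.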
Vif-A3F inh: blocks the Vif interaction with APOBEC3F | 390,000 compounds, 0.2% hits | Potency, µM (highest dose often 46.1 µM), inactives show at the top dose activity, negative = active | HeLa A3F-eYFP + Vif (tagged APOBEC3F with the HIV-1 protein that degrades it), YFP fluorescence increase | AID 602313; also: potency is read from the fitted curve at half-maximal effect; % of control where 0% means no effect; nearly all actives have a fitted effect of over 65% in size
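Fluorescence increase (Ex 488/Em 500-530) after overnight compound treatment at 37 deg C flags inhibition of Vif-driven A3F-eYFP loss in stable HeLa A3F-eYFP/Vif cells seeded overnight beforehand.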
TrxR1 substrate: rat thioredoxin reductase 1 substrate activity; purified TrxR1 substrate turnover, NADPH consumption readout; Potency, µM (highest dose often 114 µM), without a hit: at the highest dose activity change, negative = substrate turnover; 390,000 compounds, 0.01% hits; also: potency is read from the fitted curve at half-maximal effect; % is scaled to controls: 0 for no effect and ±100 for the full control effect; nearly all actives have a fitted effect of over 50% in size
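Rat TrxR1, dispensed at 90 nM, was prereduced with 400 uM NADPH (final) for 5 min at ~22 deg C, then incubated with compound 15 min before 400 uM selenite. A first-read NADPH fluorescence drop versus no-compound background flagged substrates.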
GRP78 ERSR act: ER stress response induction in glioma; U87-MG GRP78 promoter luciferase reporter, 16 h; 420,000 compounds, 0.02% hits; Potency, µM, without a hit: top-dose activation, most hits filed as activators; AID 602332; also: potency is read from the fitted curve at half-maximal effect; series mostly up to about 76 µM; % of control where 0% means no effect; nearly all actives have a fitted effect of over 35% in size
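Stably transfected U87-MG glioma cells carrying a GRP78-based luciferase sensor; 16 h compound incubation. Luminescence end-point read 10 min after Bright-Glo addition at room temperature.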
RGS4 inhibitor: human RGS4 inhibition | P49798 | Transcreener GDP fluorescence polarization, RGS4-accelerated GTP hydrolysis | Potency, µM (highest dose often 114 µM), for the others: at the top dose activity change, negative = inhibition, most hits filed as inhibitors | 390,000 compounds, 0.039% hits | AID 504845; also: potency is read from the fitted curve at half-maximal effect; % is scaled to controls: 0 for no effect and ±100 for the full control effect; nearly all actives have a fitted effect of over 75% in size; some results filed as inactive show a strong effect at the top dose
Target sequence (P49798 whole entry, looked up): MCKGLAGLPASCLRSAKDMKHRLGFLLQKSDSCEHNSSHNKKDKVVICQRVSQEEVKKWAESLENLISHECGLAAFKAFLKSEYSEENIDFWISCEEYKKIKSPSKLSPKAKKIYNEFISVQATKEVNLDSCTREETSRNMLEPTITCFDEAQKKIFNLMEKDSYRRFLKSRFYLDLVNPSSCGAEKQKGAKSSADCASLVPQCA
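MLSMR compounds (23 nl, pin-transferred) preincubated 10 min at room temperature with a 500nM (2x) first reagent, then RGS4 at 900nM (2x) plus Transcreener GDP mix added; fluorescence polarization (620/688 nm) read before and after 90 min at 30 °C.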
mIDH1 inhibitor: human IDH1 R132H inhibition. IDH1-R132H enzyme, NADPH consumption, diaphorase/resazurin fluorescence. 390,000 compounds, 0.093% hits. O75874. Potency, µM (titrated, usually from 76.6 µM), for the others: at the highest dose activity change, negative = inhibition, actives largely listed as inhibitors; also: potency is read from the fitted curve at half-maximal effect; % is scaled to controls: 0 for no effect and ±100 for the full control effect; nearly all actives have a fitted effect of over 65% in size
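IDH1-R132H (0.5 ug/mL) preincubated 30 min with compound, then NADPH (0.016 mM) and alpha-KG (2 mM) added; 80 min at RT, pH 7.5. Remaining NADPH coupled via diaphorase/resazurin to fluorescence (540/590 nm); concentration-response curves normalized to no-enzyme control.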
LDHA inh: LDHA (human) enzyme inhibition | P00338 | purified LDHA, NADH/diaphorase-resazurin fluorescence; active compounds read low | activity change, % (values are at about 110 or 230 µM) | 480,000 compounds, 0.15% hits | AID 1347041; in the data active = activity change below about -30%; inconclusive = mostly about -25% to -30%;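 also: plate controls were DMSO wells for no effect and wells without enzyme for full effect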
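Resorufin fluorescence (ex540/em590), read at 0 and 20 min after diaphorase/resazurin addition, reports the NADH left after a 5 min room-temperature reaction of 2 nM human LDH5 with 0.06 mM NADH and 0.2 mM pyruvate.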
TrxR1 inh: rat TrxR1 inhibition; recombinant rTrxR1, NADPH fluorescence consumption, selenite substrate; AID 588453; 390,000 compounds, 1% hits; O89049; Potency, µM (doses to about 114 µM), for the others: top-dose activity change, negative = inhibition, actives largely listed as inhibitors; also: potency is read from the fitted curve at half-maximal effect; % is scaled to controls: 0 for no effect and ±100 for the full control effect; nearly all actives have a fitted effect of over 65% in size
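Rat TrxR1 (90 nM in the dispensed reagent) was pre-reduced with 400 uM NADPH for 5 min at room temperature, then incubated with compound for 15 min. After 400 uM selenite was added, NADPH fluorescence (Ex 340/Em 450 nm) was followed for 8 min.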
Numbers without * were called inactive; ? = inconclusive; nt = no result given; [ ] = remark or other dose. Unless noted, calls follow the shape of the dose curve; as a rule, active = well fitted curve in the direction sought with a large enough effect; inconclusive = small, poorly fitted or top-dose-only effect, or another doubt; inactive = no such curve, though single readings can be large; an effect the other way counts as inactive or inconclusive.

Values run as follows: USP1-UAF1 inh	Vif-A3G inh	Vif-A3F inh	TrxR1 substrate	GRP78 ERSR act	RGS4 inhibitor	mIDH1 inhibitor	LDHA inh	TrxR1 inh
CN(C)S(=O)(=O)c1cccc(NC(=O)Cc2ccsc2)c1
  -3%	-2%	-10%	1%	3%	-11%	5%	6	13%
COc1ccc(N2C(=O)CCC(C(=O)NCc3cccnc3)C2c2ccc(OC)c(OC)c2)cc1 (stereo not given)
  -1%	1%	1%	4%	-3%	4%	8%	3	8%
OCCNc1ncnc2c1c(-c1ccccc1)c(-c1ccccc1)n2Cc1ccco1
  -1%	1%	nt	41%[activator]	-2%	-19%	-28%	6	?
N#CCC(=O)Nc1ccc(C(F)(F)F)cc1N1CCOCC1
  -8%	3%	0%	6%	1%	3%	-1%	1	11%
Cc1cc(Cl)ccc1OCC(=O)NNC(=O)c1cccs1
  -21%	-2%	-5%	-3%	3%	-6%	2%	-2	16%
Cc1cc(C)cc(Nc2ccc([N+](=O)[O-])nc2[N+](=O)[O-])c1
  -8%	-1%	2%	4%	-3%	2%	0%	0	-3%
NS(=O)(=O)c1ccc(CCNC(=O)c2ccc3c(c2)N(Cc2ccccc2)CCS3)cc1
  -29%	-1%	1%	81%[activator]	-3%	-27%	0%	0	112%[activator]
Cc1ccc(Cn2nc(C)cc2C(=O)Nc2ccccc2Cl)cc1
  -14%	-24%	-15%	-2%	8%	-10%	15%	-15	-10%
O=C(NCCc1c[nH]c2ccccc12)C1CCN(S(=O)(=O)c2ccccc2)CC1
  -14%	0%	?	1%	-3%	-5%	7%	-1	15%
O=S(=O)(Nc1ccc(Cc2ccncc2)cc1)N1CCCC1
  -6%	-11%	1%	7%	-3%	12%	7%	3	3%
CCCC(=O)n1nc(-c2ccco2)nc1NCc1ccccc1Cl
  -16%	2%	5%	4%	-2%	-3%	-12%	-3	14%
CC1CCN(CCCCOc2ccc(Cl)cc2)CC1
  -11%	-3%	-6%	2%	-4%	-2%	-6%	-13	6%
Cn1ncc([N+](=O)[O-])c1C(=O)Nc1ccc(C2CCCCC2)cc1
  -12%	2%	-2%	3%	-1%	6%	-8%	-8	28%
Cc1ccc(C(=O)/C=C/c2cn(CC(O)CN3CCCCCC3)c3ccccc23)cc1 (stereo not given)
  ?	?	2%	-4%	-8%	-15%	14%	-5	?
Cc1ccsc1C(=O)OCC(=O)NC1CCCCC1C (stereo not given)
  -26%	-10%	-4%	3%	5%	29%	1%	-3	7%
CC(NC(=O)CN1C(=O)COc2ccc(Cl)cc21)c1ccccc1 (stereo not given)
  -9%	-4%	2%	-2%	-3%	-18%	0%	-7	8%
CCCNC(=O)CNC(=O)c1ccc(C#N)cc1
  -11%	-2%	-4%	0%	-2%	13%	-5%	-3	15%
O=C(Nc1ccc(-c2csc(Nc3ccccc3)n2)cc1)c1cc([N+](=O)[O-])cc(C(F)(F)F)c1
  ?	-2%	-21%	6%[57.1 µM]	-2%	-3%	-9%	-3	17%[57.1 µM]
COC(=O)c1cc(OC)c(OC)cc1NC(=O)c1ccc2c(c1)CCN2S(C)(=O)=O
  -4%	3%	3%	4%	-3%	11%	-14%	-5	8%
Cc1cc(OC(C)C(=O)Nc2ccncc2)ccc1Cl (stereo not given)
  -20%	7%	6%	5%[2.29 µM]	-3%	5%	-1%	0	19%
Cn1c(Cc2ccccc2)nnc1SCC(=O)Nc1ccc2c(c1)OCCO2
  -1%	1%	-6%	8%[57.1 µM]	-3%	1%	-2%	1	-7%
CC1CN(C)C(C)c2c1oc1ccc([N+](=O)[O-])cc21 (stereo not given)
  -1%	0%	-7%	5%	0%	7%	2%	2	12%[57.1 µM]
COc1ccccc1NC(=S)N(CCc1c(C)[nH]c2ccccc12)Cc1cccs1
  -19%	4%	0%	-1%	-5%	0%	-4%	-11	-1%
CCc1c(C)nc(SCC(=O)N2CCCCC2CC)[nH]c1=O (stereo not given)
  -21%	2%	2%	4%	-2%	-12%[11.4 µM]	-4%	-5	20%
CCOc1ccc(OCC(=O)OCC(=O)Nc2ccccc2C#N)cc1
  -16%	1%	6%	8%	-4%	-17%	2%	0	11%
CCn1c(=O)cc(OCC(=O)NCc2ccccc2Cl)c2ccccc21
  -1%	-3%	-10%	-5%	1%	-3%	1%	-3	16%
CCC1CCCCN1CCCNC(=O)c1ccc2c(=O)n(CCOC)c(=O)[nH]c2c1 (stereo not given)
  -25%	-1%	5%	16%	-3%	-13%	0%	-7	3%
Cc1ccccc1-n1c(C)c(C#N)c(=O)c(-[n+]2ccccc2)c1[S-]
  -7%	2%	-14%	14%	-4%	1%	7%	-2	4%
O=C(CSc1nnc(SCc2ccccc2)s1)N/N=C/c1ccc(Cl)cc1Cl
  -3%	0%	-1%	-11%	-3%	-9%	4%	0	15%[57.1 µM]
NC(=O)c1cccnc1Sc1ccc(Cl)cc1
  -23%	1%	?	6%	-3%	-10%	22%	-3	33%[activator]

One compound at a time, from the list above. Order of values: USP1-UAF1 inh | Vif-A3G inh | Vif-A3F inh | TrxR1 substrate | GRP78 ERSR act | RGS4 inhibitor | mIDH1 inhibitor | LDHA inh | TrxR1 inh
Entry for Cc1cc(Cl)ccc1OCC(=O)NNC(=O)c1cccs1 → -21% | -2% | -5% | -3% | 3% | -6% | 2% | -2 | 16%
Entry for NS(=O)(=O)c1ccc(CCNC(=O)c2ccc3c(c2)N(Cc2ccccc2)CCS3)cc1 → -29% | -1% | 1% | 81%[activator] | -3% | -27% | 0% | 0 | 112%[activator]

Entries from the list above that have two or more sulfur atoms (4):
Values run as follows: USP1-UAF1 inh	Vif-A3G inh	Vif-A3F inh	TrxR1 substrate	GRP78 ERSR act	RGS4 inhibitor	mIDH1 inhibitor	LDHA inh	TrxR1 inh
CN(C)S(=O)(=O)c1cccc(NC(=O)Cc2ccsc2)c1
  -3%	-2%	-10%	1%	3%	-11%	5%	6	13%
NS(=O)(=O)c1ccc(CCNC(=O)c2ccc3c(c2)N(Cc2ccccc2)CCS3)cc1
  -29%	-1%	1%	81%[activator]	-3%	-27%	0%	0	112%[activator]
COc1ccccc1NC(=S)N(CCc1c(C)[nH]c2ccccc12)Cc1cccs1
  -19%	4%	0%	-1%	-5%	0%	-4%	-11	-1%
O=C(CSc1nnc(SCc2ccccc2)s1)N/N=C/c1ccc(Cl)cc1Cl
  -3%	0%	-1%	-11%	-3%	-9%	4%	0	15%[57.1 µM]

Returning to the listing, starting 2 compounds before the break.
Values run as follows: USP1-UAF1 inh	Vif-A3G inh	Vif-A3F inh	TrxR1 substrate	GRP78 ERSR act	RGS4 inhibitor	mIDH1 inhibitor	LDHA inh	TrxR1 inh
O=C(CSc1nnc(SCc2ccccc2)s1)N/N=C/c1ccc(Cl)cc1Cl
  -3%	0%	-1%	-11%	-3%	-9%	4%	0	15%[57.1 µM]
NC(=O)c1cccnc1Sc1ccc(Cl)cc1
  -23%	1%	?	6%	-3%	-10%	22%	-3	33%[activator]
O=C(NCC(c1ccco1)N1CCCCC1)c1cccnc1 (stereo not given)
  -20%	-1%	2%	-2%	-5%	2%	-3%	-2	8%
Cc1ccc(OCC(=O)NCCCNC(=O)COc2ccc(C)cc2)cc1
  -20%	-1%	0%	0%	-5%	-14%	-8%	-7	7%
CCOc1ccc(CN2CCCC(CNC(=O)c3ccc(F)cc3)C2)cc1CO (stereo not given)
  -19%	8%	1%	1%	-4%	14%	1%	-13	12%
COc1ccc(/C=N/Nc2nonc2N)cc1OC
  -6%	0%	1%	-8%	4%	-29%	1%	-1	-19%
O=C(CCCN1C(=O)c2ccccc2C1=O)Nc1ccc(S(=O)(=O)N2CCCCC2)cc1
  -1%	1%	1%	-3%	-4%	-7%	10%	0	1%
COc1ccc(S(=O)(=O)N2CCOCC2)c(C)c1C
  -15%	-6%	-5%	8%	-3%	14%	0%	-4	10%
Cc1cccc(CCNC(=O)Cc2ccc(NC3=NC4CS(=O)(=O)CC4S3)cc2)c1 (stereo not given)
  -24%	0%	9%	6%[57.1 µM]	-5%	-22%	9%	-14	12%[57.1 µM]
Cc1ccc(C)n1-c1nnc(N2CCC(C(=O)N3CCN(C)CC3)CC2)s1
  -12%	3%	-10%	-1%[57.1 µM]	-3%	14%	3%	-4	-24%[57.1 µM]
CCOc1ccc(C)cc1S(=O)(=O)N1CCCCC1
  -15%	1%	0%	-2%	-2%	-9%	6%	-7	4%
CCCOC(=O)C1=C(C)OC23OC(N)=C(C#N)C12C(=O)c1ccccc13 (stereo not given)
  -1%	3%	-7%	-6%	4%	21%	-3%	0	-2%
Cc1nn(CC(=O)N2CCN(C34CC5CC(CC(C5)C3)C4)CC2)c(C)c1[N+](=O)[O-]
  -16%	0%	-4%	8%[0.0914 µM]	-3%	-5%	0%	-7	3%[57.1 µM]
COc1ccc(-c2noc(-c3ccc4c(c3)OCO4)n2)cc1
  -18%	-4%	-12%	13%[57.1 µM]	1%	-10%	-7%	0	36%[57.1 µM]
CCO[C@H]1OC(C(=O)NCc2ccccc2)=C[C@@H](c2ccccc2)[C@@H]1CCCO
  -20%	-7%	4%	6%	1%	17%	3%	-2	26%

These rows are one share of the data. The share of hits here may be higher or lower than overall.
